RAD54 inh: blocks human RAD54 Holliday junction branch migration | Q92698 | FAM/BHQ fluorescence | inhibition, % at 10.4 µM | actives 0.14% (n = 360,000);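 active means mean normalized replicate activity at least 40 and at least half of replicates scoring 40 or more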;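 further: 0% = median of neutral control wells and 100% = median of positive control wells; inhibitors cause a drop in the FAM fluorescence signal; in these data hits start at about 50%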
Target sequence (Q92698 whole entry, looked up): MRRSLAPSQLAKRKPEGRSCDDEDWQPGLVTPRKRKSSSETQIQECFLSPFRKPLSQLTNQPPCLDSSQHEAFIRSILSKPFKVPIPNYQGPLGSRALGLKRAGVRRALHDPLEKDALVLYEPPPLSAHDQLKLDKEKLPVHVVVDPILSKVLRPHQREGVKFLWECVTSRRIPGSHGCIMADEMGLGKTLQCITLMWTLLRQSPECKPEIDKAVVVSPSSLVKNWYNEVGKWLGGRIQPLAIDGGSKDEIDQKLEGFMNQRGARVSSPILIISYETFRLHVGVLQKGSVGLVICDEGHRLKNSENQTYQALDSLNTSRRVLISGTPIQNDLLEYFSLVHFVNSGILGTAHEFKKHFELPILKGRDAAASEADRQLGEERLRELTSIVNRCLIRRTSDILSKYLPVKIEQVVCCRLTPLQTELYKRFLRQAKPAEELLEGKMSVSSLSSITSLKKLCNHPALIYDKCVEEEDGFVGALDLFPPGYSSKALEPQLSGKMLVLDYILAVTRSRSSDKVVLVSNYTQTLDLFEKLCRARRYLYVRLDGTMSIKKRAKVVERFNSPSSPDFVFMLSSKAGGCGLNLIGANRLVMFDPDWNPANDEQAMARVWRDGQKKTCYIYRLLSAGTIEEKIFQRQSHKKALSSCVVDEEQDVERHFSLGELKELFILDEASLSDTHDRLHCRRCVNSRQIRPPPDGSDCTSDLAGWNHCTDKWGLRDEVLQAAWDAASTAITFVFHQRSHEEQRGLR
Starred values were filed as active, the others as inactive. These rows are one share of the data; the hit share may differ from the screen's.

SMILES	RAD54 inh
CN1CCN(c2ccc([N+](=O)[O-])cc2C(=O)N2CCOCC2)CC1	-1
CS(=O)(=O)N(CC(=O)NCc1ccc2c(c1)OCO2)c1ccc(Cl)cc1	-3
O=C(CSc1ccccc1)Nc1ccccc1C(=O)O	-4
COc1ccc(-c2[nH]ncc2/C=C(/C#N)C(=O)NC2CCCCCC2)cc1	-2
Cn1cnc2c1c(=O)n(Cc1c(Cl)cccc1Cl)c(=O)n2C	5
CN(C)CCC(=O)c1ccc2c(c1)OCO2	-21
Cc1ccc(NC(=O)CSc2nnc(-c3ccco3)c(-c3ccco3)n2)cc1	-8
NC(=O)CN1CCCN(S(=O)(=O)c2ccc(Br)cc2)CC1	-1
CCCNC(=O)c1cccc(Cn2nc(C)c(Br)c2C)c1	-1
Cc1c(CN2CCCCC2)c(O)n(CCCO)c(=O)c1C#N	-22
Cn1c(SCC(=O)N2CCN(S(=O)(=O)c3ccc(Cl)cc3)CC2)nc2ccccc21	-29
Cc1ccc(C(c2nnnn2Cc2ccccc2)N2CCN(Cc3ccccc3)CC2)cc1 (configuration not stated)	9
O=C(OCC(=O)N(C1CCCCC1)C1CCCCC1)c1ccncc1	-11
COc1cc(-c2nnn(CC(=O)N3CCOCC3)n2)cc(OC)c1OC	5
COc1ccc(-c2cnnn2-c2ccc(NC(=O)c3ccco3)cc2)cc1OC	3
Cc1c(C(=O)NCc2ccc3c(c2)OCO3)oc2ccccc12	2
CCc1ccc(-c2c(C)sc(NC(C)=O)c2C(N)=O)cc1	0
CCCN(CCC)C(=O)Cn1ccc(=N)c2ccccc21	-4
Cc1sc(NC(=O)c2ccco2)c(CN2CCN(c3ccccn3)CC2)c1C	-6
CC(/C=C1\SC(=S)N(NC(=O)c2ccc(C)cc2)C1=O)=C\c1ccccc1	-10
Cc1cc(OC(=O)c2ccccc2Cl)cc(=O)n1C	-1
CCNC(=O)COC(=O)C1C(C(=O)OCC)=C(C)NC(C)=C1C(=O)OCC	4
CCCC(=O)N1CCc2[nH]c3ccccc3c2C1	-25
CCCN(CCC)CCCNC(=O)C1c2cc(OC)c(OC)cc2C(=O)N(C)C1c1cccs1 (configuration not stated)	-1
NC(=O)c1c(NC(NC(=O)c2ccco2)(C(F)(F)F)C(F)(F)F)sc2c1CCCC2	4

New compounds follow:
SMILES	RAD54 inh
Cc1noc(C)c1COC(=O)c1ccccc1Sc1ccccc1C#N	-5
Cc1ccc(NC(=O)C2CCCN2C(=O)NC2CCCCC2)c(C)c1 (configuration not stated)	-9
CC(=O)c1ccc2c(c1)N(C)c1ccccc1S2	0
O=C1CCCC(NCCCCCCNC2=C([N+](=O)[O-])C(=O)CCC2)=C1[N+](=O)[O-]	-21
CC(C)Oc1cccc(C(=O)O)c1	2
CS(=O)(=O)N1CCN(c2nc(-c3ccc(F)cc3)cs2)CC1	2
COc1ccc2nc(NC(C)=O)sc2c1	-13
CCOc1cc(/C=C2/SC(=O)N(CC(=O)N3CCc4ccccc4C3)C2=O)ccc1OCC(=O)O	11
O/N=C/c1ccccc1OCc1ccc(Cl)cc1	-4
Cc1ccccc1N=C1Nc2ccccc2CS1	21
Cc1ccccc1NC(=O)c1ccc2c(c1)OCCO2	-4
CCOC(=O)Nc1c(C(=O)OC)[nH]c2cccc(OC)c12	1
CN(C(=O)c1ccco1)c1nc2c(s1)CCCC2	-4
CCS(=O)(=O)CCSc1nc2ccccc2s1	6
CCCOc1cccc(C2/C(=C(/O)c3ccc(F)cc3)C(=O)C(=O)N2CCN(C)C)c1 (configuration not stated)	3
CC(C)CNC(=O)CSc1nnc(-c2ccccn2)n1Cc1ccccc1	2
Nc1ccc(SCCN2C(=O)c3ccccc3C2=O)cc1	1
COc1cccc(NC(=O)Nc2cccn(Cc3ccccc3)c2=O)c1	-1
CCn1c(CNC(=O)c2cccc(C)c2)nnc1SCC(=O)NC1CCCCC1C (configuration not stated)	4
COC(=O)c1ccccc1NC(=O)c1cc2ncc(Br)cn2n1	-9
CCC(C)N(C(=O)c1csnn1)C(C(=O)NC(C)(C)C)c1ccccc1 (configuration not stated)	10
COc1cccc(/C=N/NC(=O)C(=O)NCc2cccnc2)c1	3
Cc1nc2ccccc2nc1N1CCCCC1	4
CC(C)OC(=O)c1nnn(-c2nonc2N)c1CN1CCCCCC1	-6
Nc1ccc(-c2ccc(N)cc2C(F)(F)F)c(C(F)(F)F)c1	-2

The results go on:
SMILES	RAD54 inh
COc1cccc2cc(C(=O)N3CCN(C(=O)c4ccccc4)CC3)c(=O)oc12	3
O=C(CN1C2=NCCCN2c2ccccc21)c1cccs1	-4
COc1ccccc1N(C(=O)Cn1nnc2ccccc21)C(C(=O)NCc1ccco1)c1ccc(C)o1 (configuration not stated)	-3
CO/N=C/c1ccc(N2CCN(C(=O)c3cccc(Cl)c3)CC2)c([N+](=O)[O-])c1	-5
COc1cccc(OCCOc2cccc(/C=N/n3cnnc3)c2)c1	5
O=C(ON=C1CCN(c2ccc([N+](=O)[O-])cc2)CC1)c1ccccc1	4
COC(=O)Nc1ccc(S(=O)(=O)N2CCCCC2)cc1	-3
O=C(C/C=N/OCc1ccc(Cl)cc1Cl)c1ccc(Cl)cc1	-1
CCN=C1SC(CC(=O)Nc2ccc(C)cc2)C(=O)N1CC (configuration not stated)	-21
CN(C(=O)c1cccnc1)c1nnc(-c2cnccn2)s1	16
CCc1nnc(NC(=O)CSc2nc(C3CCCCC3)nc3ccccc23)s1	-11
O=Cc1cn(CC(=O)N2CCCc3ccccc32)c2ccccc12	-4
Nc1cc(Br)c(N)c(Br)c1	-4
O=C(NCC1CCCO1)c1cc2c([nH]c3ccccc32)c(-c2cccc(Cl)c2)n1 (configuration not stated)	2
O=C1OCCC1Sc1nc2ccccc2s1 (configuration not stated)	3
COC(=O)CC1C(=O)NCCN1C(=O)CSc1nnc(Nc2ccc(C)cc2)s1 (configuration not stated)	-3
CCN(C(=O)CN1CCN(c2ccc(OC)cc2)CC1)c1c(N)n(Cc2ccccc2)c(=O)[nH]c1=O	-12
CCCc1cc(=O)oc2cc(C)c(CN3CCCC3)c(O)c12	3
CC(=O)c1c[nH]c(C(=O)NCC2CCCO2)c1 (configuration not stated)	-4
CC(NS(=O)(=O)c1ccccc1)C(=O)Nc1ccc(S(N)(=O)=O)cc1 (configuration not stated)	-4
CCC1(C)N(O)C(C)(C)C(c2ccc(F)cc2)=[N+]1[O-] (configuration not stated)	-10
CCN1CCN(CC(=O)c2c[nH]c3ccccc23)CC1	-12
O=c1[nH]c(C(F)(F)F)nc2c1nnn2Cc1ccccc1F	2
Cc1ccc(-c2noc(CN(C(=O)CCCCCN3C(=O)c4ccccc4C3=O)C(C)C)n2)cc1	-7
O=C(Nc1ccc(Br)cc1)c1cccn1-c1ncc(C(F)(F)F)cc1Cl	10

Going on with the list.
SMILES	RAD54 inh
CC(=O)Oc1ccc(N2C(=O)CC(N3CCOCC3)C2=O)cc1 (configuration not stated)	-3
Cn1cccc1-c1nc2ccccc2n1Cc1ccccc1	0
N#Cc1cnn2c1nc(N1CCCCC1)c1ccccc12	-3
COCCNC(=O)C(C)N(c1ccc(OC)cc1)S(C)(=O)=O (configuration not stated)	-12
C=C(C)c1cccc(C(C)(C)NC(=O)N2CCCC(C)C2)c1 (configuration not stated)	-7
CCC(c1nnnn1Cc1ccco1)N(CCc1ccccc1)Cc1cc2cc(C)ccc2[nH]c1=O (configuration not stated)	-4
Cc1cc(NC(=O)Nc2cc(C)nn2-c2ccccc2)n(-c2ccccc2)n1	-6
O=C(CC1CCS(=O)(=O)C1)Nc1ccc[nH]c1=O (configuration not stated)	-15
OC1(C2(O)CC(c3ccccc3)ON2)CCCCC1 (configuration not stated)	2
COC(=O)c1ccccc1-c1ccc(/C=C2\C(=O)N(c3ccccc3)N=C2c2ccccc2)o1	-19
O=C(NCc1cccs1)C1CCN(S(=O)(=O)c2cccs2)CC1	-10
COc1ccccc1N1CCN(C(=O)C(F)F)CC1	-1
COc1ccc(C)cc1NC(=O)C1CCCN(S(=O)(=O)c2cccc3cccnc23)C1 (configuration not stated)	1
C#CC(C)(CC)NC(=O)Cn1nnc(-c2ccc(S(C)(=O)=O)cc2)n1 (configuration not stated)	2
Cc1cccc(C)c1OCC(O)CN1CCC(CN2C(=O)c3cccc4cccc(c34)C2=O)CC1 (configuration not stated)	16
Cc1cc(C)nc(NC(=O)/C=C/c2ccc(Cl)cc2Cl)c1	-3
COc1ccc(C2CC(C(F)(F)F)n3ncc(C(=O)NCC4CCCO4)c3N2)cc1OC (configuration not stated)	-1
CCOC(=O)C1CCCN(CC(=O)Nc2c(F)c(F)c(F)c(F)c2F)C1 (configuration not stated)	-8
Cn1c(=O)c2c(nc(NCc3ccc4c(c3)OCO4)n2Cc2ccccc2)n(C)c1=O	-8
Nn1c(SC/C=C/c2ccccc2)nnc1-c1ccccn1	-5
O=C1OC(Nc2ccc(Br)cc2F)c2ccccc21 (configuration not stated)	-15
CCOC(=O)CNC(=O)c1sc(NC(=O)c2cccc(F)c2)nc1C	1
O=c1c2ccccc2nc(CSc2nnnn2-c2ccccc2)n1-c1ccccc1	0
CCCn1c(/N=C/c2ccc3c(c2)OCO3)nc2ccccc21	-4
CCOC(=O)N1CCN(C(=O)/C(=C/c2ccc(OC)cc2)NC(=O)c2ccccc2)CC1	4

(further entries)
SMILES	RAD54 inh
CCN(CC)Cc1cc(CC(C(N)=O)C(N)=O)ccc1OC	-6
Cc1nc2ccccc2cc1C(=O)NCc1ccco1	-2
Cc1cc(OCc2nn[nH]n2)c2c(C)c(Cc3ccccc3)c(=O)oc2c1	2
CC(=O)c1ccc(NC(=O)CSc2nnc(-c3ccoc3C)n2Cc2ccccc2)cc1	2
CC(C)OCCCn1c(=S)[nH]c2ncccc2c1=O	-1
O=[N+]([O-])c1ccc(N2CCN(S(=O)(=O)Cc3ccccc3)CC2)cc1N1CCOCC1	-12
NC(=O)c1sc2nc3c(c(-c4cccnc4)c2c1N)CCC3	10
COc1ccc(-n2nnnc2SCC(=O)NCCc2ccc(OC)c(OC)c2)cc1	1
CN(c1ccc(OCC(=O)Nc2ccc3[nH]c(=O)[nH]c3c2)cc1)S(=O)(=O)c1ccc(Cl)cc1	-1
Cc1cc(C)cc(NC(=O)c2ccc(Cn3nc(C)c(Cl)c3C)o2)c1	5
Cc1ccc2nc(-c3sc4nc(C)ccc4c3N)[nH]c2c1	13
COC(=O)C1=C(C)OC(N)=C(C#N)C1c1ccccc1F (configuration not stated)	-8
COC(=O)CCC(=O)Nc1sc2c(c1C#N)CCCC2	2
N#Cc1nc(-c2ccco2)oc1N1CCN(c2ccccc2)CC1	-1
c1cc2ccc3ccc(-n4cnnn4)c4ccc(c1)c2c34	0
O=C1Cn2c(nc3ccccc32)N1c1ccccc1F	-2
Cn1c(=O)c2c(-c3ccccc3)n(CCCN3CCOCC3)cc2n(C)c1=O	4
CSC1=NCCN1C(=O)c1cccc(Br)c1	6
Cc1ccc(C(=O)CS(C)(=O)=O)cc1	-4
CC1CCN(CC(=O)Nc2sc3c(c2C#N)CCC3)CC1	-10
CN1C2CCC1/C(=C\c1ccccc1)C(=O)/C2=C\c1ccccc1	7
CCn1c(=O)c(=O)n(CC)c2cc(S(=O)(=O)Nc3cccc(OC)c3)ccc21	-2
Cc1ccc(C(=O)CCNc2ccc(Br)cc2)o1	-12
CCOC(=O)c1cnc(SC)nc1Oc1cccc(NC(=O)c2ccc(Cl)cc2)c1	5
COc1cc(N=c2ssnc2Cl)cc(OC)c1OC	-3

Additional entries.
SMILES	RAD54 inh
COCCNCC(=O)NC12CC3CC(CC(C3)C1)C2	-6
CC(=O)c1cnn(-c2cc(Oc3ccc(F)cc3)ncn2)c1C	5
CC(C)(C)c1cc(-c2ccco2)c(C#N)c(SCC#N)n1	-6
C/C(=N/NC(=O)c1ccc(NC(=O)c2ccc(F)cc2)cc1)c1ccccc1	5
CC1CCN(c2nc(-c3ccncc3)nc3ccccc23)CC1	-3
O=C(CNCC1CCCO1)Nc1ccccc1-n1cccc1 (configuration not stated)	-5
CC(O)(c1cccc(F)c1)c1nc(-c2cncnc2)cs1 (configuration not stated)	-2
CSc1cccc(NC(=O)c2ccccc2N(C)S(C)(=O)=O)c1	8
Cc1cc(=O)c2ccccc2[nH]1	-7
CCOC(=O)CNC(=O)C1c2cc(OC)c(OC)cc2C(=O)N(C)C1c1ccccc1F (configuration not stated)	-3
CCC(=O)c1cn(CC(=O)NCc2cccnc2)c2ccccc12	0

High-throughput results (PubChem)
